Screening results from PubChem BioAssay.
GPR55 LPI antagonism – GPR55 antagonists blocking LPI-driven arrestin recruitment, primary screen, imaging, U2OS, beta-arrestin-GFP, LPI agonist (AID 2013). U2OS GPR55 beta-arrestin-GFP translocation imaging, LPI antagonism; higher % means a stronger effect. actives 0.13% (n = 290,000). one-dose inhibition, % at 10 µM; IC50 in µM for titrated hits;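 active means spots per cell inhibited over 60%, with over 100 cells counted and total cytoplasm intensity under 500,000; inconclusive means wells with under 100 cells, flagged as likely toxic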;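 further: U2OS cells stably carrying GPR55 and arrestin-GFP stimulated by 5 µM LPI near EC80; imaged beta-arrestin-GFP aggregate spots per cell after agonist stimulation; plate controls were LPI-stimulated DMSO wells for no effect and DMSO wells without LPI for full effect; some results filed as inactive read as strong as hits; confirmed hits need IC50 under 10 µM and bright autofluorescent wells are also inconclusive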
Siah-1 displacement – blockers of Siah-1 interaction with plectin peptide – biochemical, fluorescence polarization, rhodamine-plectin, uHTS, primary screen (AID 1817) | Siah-1 / rhodamine-plectin peptide fluorescence polarization; higher % means a stronger effect | displacement, % at 20 µM; hits with a dose series show IC50 in µM | actives 0.02% (n = 290,000);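 active means displacement of at least 50% at 20 µM, with a fluorescence ratio check between 0.3 and a set limit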;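 further: plate controls were Siah plus tracer with DMSO for no effect and tracer alone without Siah for full effect; strong numbers were not always called active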
NTR1 agonist – NTR1-driven beta-arrestin-GFP spot formation – imaging, U2OS cells, high content, primary screen (AID 493036). activation, % at 20 µM. agonist mode. actives 0.17% (n = 330,000);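 active means activation at or above 40% of the spot to cytoplasm intensity ratio, with at least 20 cells analyzed; inconclusive means wells under 20 cells, flagged as cytotoxic or low count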;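 further: 0% = DMSO without peptide and 100% = 100 nM NTR1 peptide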
Target sequence (P30989 whole entry, looked up): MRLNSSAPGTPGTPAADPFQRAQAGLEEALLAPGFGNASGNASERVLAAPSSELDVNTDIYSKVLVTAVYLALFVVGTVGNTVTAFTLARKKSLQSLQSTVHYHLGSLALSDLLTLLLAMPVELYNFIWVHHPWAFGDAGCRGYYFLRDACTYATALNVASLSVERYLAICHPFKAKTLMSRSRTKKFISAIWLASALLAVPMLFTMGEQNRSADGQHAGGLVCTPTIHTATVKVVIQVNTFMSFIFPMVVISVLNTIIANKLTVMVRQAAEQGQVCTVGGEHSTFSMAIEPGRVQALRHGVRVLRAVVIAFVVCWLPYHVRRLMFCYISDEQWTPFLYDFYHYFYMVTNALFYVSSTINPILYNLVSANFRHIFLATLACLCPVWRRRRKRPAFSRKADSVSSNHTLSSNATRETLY
NS5 inhibitors – flavivirus cap methylation enzyme inhibition – biochemical, confirmation dose response, primary screen (AID 588689) | Dengue-2 NS5 methyltransferase capping enzyme assay, biochemical; higher % means a stronger effect | one-dose inhibition, % at 25 µM; IC50 in µM for titrated hits | actives 0.3% (n = 340,000); in the data active means a potency from the dose series; inconclusive means inhibition above about 29% without an active follow-up result
UTI89 phage lysis – inhibition of K1F phage lysis, E. coli UTI89, bacterial capsule biogenesis inhibitors, alamar blue (AID 488966) | E. coli UTI89 K1F phage lysis, alamar blue, 2 h; higher % means a stronger effect | inhibition, % at 100 µM, or IC50 in µM where a hit was titrated | actives 0.02% (n = 340,000);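 active means phage lysis inhibition, versus mean bacterial control, above a set limit; inconclusive means no clear call, values can overlap the other calls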;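 further: capsule biogenesis inhibitors block K1F phage lysis so surviving cells raise fluorescence; higher fluorescence means more inhibition of phage lysis; actives were called in the ten point dose series up to 300 µM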
AID2073 – disruptors of CaV2.2 binding to Mint1 – biochemical, HTRF (AID 2073) | HTRF protein-protein interaction, Mint1-CaV2.2; higher % means a stronger effect | inhibition, % at 20 µM; hits with a dose series show IC50 in µM | actives 0.19% (n = 290,000); in the data active means inhibition mostly above about 51%, no sharp cut-off; inconclusive means no clear call, values can overlap the other calls; inactive means mostly below about 53%; further: some results filed as inactive read as strong as hits
HIV fusion peptide – cell-free HIV fusion peptide-binding blockers – biochemical, uHTS, fluorescence dequenching, primary screen (AID 1986) | actives 0.3% (n = 290,000) | one-dose inhibition, % at 20 µM; IC50 in µM for titrated hits | cell-free peptide binding, fluorescence dequenching, 30 min; higher % means a stronger effect; in the data active means inhibition mostly above about 52%, no sharp cut-off; inactive means mostly below about 76%; further: some results filed as inactive read as strong as hits
GPR55 activation – GPR55 agonists via beta-arrestin recruitment, primary screen, imaging, U2OS cells, beta-arrestin-GFP redistribution (AID 1961). actives 0.048% (n = 290,000). activation, % at 10 µM, or EC50 in µM where a hit was titrated. U2OS GPR55 beta-arrestin-GFP redistribution imaging; higher % means a stronger effect;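 active means activation above 40% with more than 50 cells counted in the well; inconclusive means wells holding fewer than 50 cells, flagged as toxic or sparse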;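 further: U2OS osteosarcoma cells stably expressing GPR55 and beta-arrestin-GFP; plate controls were DMSO negative control for no effect and LPI positive control for full effect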
GPR35 antagonists – GPR35 antagonists blocking zaprinast-driven arrestin recruitment, primary screen, imaging, U2OS, beta-arrestin-GFP, zaprinast agonist (AID 2058) | inhibition, % at 10 µM; hits with a dose series show IC50 in µM | U2OS GPR35 beta-arrestin-GFP translocation imaging, zaprinast antagonism; higher % means a stronger effect | actives 0.052% (n = 290,000);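 active means inhibition of at least 50% with at least 30 cells and total cytoplasm GFP at most 10,000,000; inconclusive means under 30 cells or total GFP of 10,000,000 plus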
NTR1 agonist cell count 20 µM – second read-out of NTR1 agonist, no call of its own (marks repeat the call); cell count; measured here: cell count, cytotoxicity flag
NS5 inhibitors pilot replicate – second read-out of NS5 inhibitors, no call of its own (marks repeat the call); inhibition, %; measured here: pilot screen replicate inhibition
Numbers without * were called inactive; ? = inconclusive; / = no result given; [ ] = remark or other dose.

The opening 6 records, to show the layout:
SMILES	GPR55 LPI antagonism	Siah-1 displacement	NTR1 agonist	NTR1 agonist cell count 20 µM	NS5 inhibitors	UTI89 phage lysis	AID2073	HIV fusion peptide	GPR55 activation	GPR35 antagonists	others
O=C(Nc1cccnc1)Nc1cccc(F)c1	-1%	2%	0.7	61	-10%	-1.1%	21%	1.8%	0.5%	0%
COc1ccc(CNCc2cccc(Cl)c2)cc1	10%	-1%	-0.8	47	11%	3.5%	6%	4.3%	-0.3%	-4%
COc1ccc(NC2=NCC(Cc3ccc(Br)cc3)S2)cc1 (configuration not stated)	1.3µM*	-6%	5.4	89	-4%	2.6%	15%	-2.8%	-0.3%	-12%
O=C(C1CC2CCC1C2)N1CCN(Cc2ccc3c(c2)OCO3)CC1 (configuration not stated)	20%	15%	-0.5	38	/	/	2%	0.0%	0.5%	-1%
CC(=O)Nc1ccc(NC(=O)C2CC(=O)N(c3ccccc3Cl)C2)cc1 (configuration not stated)	19%	2%	1.5	45	2%	0.6%	-5%	-2.6%	0.2%	14%
c1ccc2c(c1)oc1c(NCCCn3ccnc3)ncnc12	26%	3%	-2.6	42	-9%	-0.6%	-1%	1.3%	-2.3%	1%

All compounds of this part, repeating the preview:
SMILES	GPR55 LPI antagonism	Siah-1 displacement	NTR1 agonist	NTR1 agonist cell count 20 µM	NS5 inhibitors	UTI89 phage lysis	AID2073	HIV fusion peptide	GPR55 activation	GPR35 antagonists	others
O=C(Nc1cccnc1)Nc1cccc(F)c1	-1%	2%	0.7	61	-10%	-1.1%	21%	1.8%	0.5%	0%
COc1ccc(CNCc2cccc(Cl)c2)cc1	10%	-1%	-0.8	47	11%	3.5%	6%	4.3%	-0.3%	-4%
COc1ccc(NC2=NCC(Cc3ccc(Br)cc3)S2)cc1 (configuration not stated)	1.3µM*	-6%	5.4	89	-4%	2.6%	15%	-2.8%	-0.3%	-12%
O=C(C1CC2CCC1C2)N1CCN(Cc2ccc3c(c2)OCO3)CC1 (configuration not stated)	20%	15%	-0.5	38	/	/	2%	0.0%	0.5%	-1%
CC(=O)Nc1ccc(NC(=O)C2CC(=O)N(c3ccccc3Cl)C2)cc1 (configuration not stated)	19%	2%	1.5	45	2%	0.6%	-5%	-2.6%	0.2%	14%
c1ccc2c(c1)oc1c(NCCCn3ccnc3)ncnc12	26%	3%	-2.6	42	-9%	-0.6%	-1%	1.3%	-2.3%	1%
COc1cc(C(c2sc3nc(C)nn3c2O)N2CC(C)CC(C)C2)cc(OC)c1OC (configuration not stated)	-4%	-4%	4.8	59	-1%	0.8%	-1%	-0.7%	-0.4%	-5%
COc1ccc(/C=N/NC(=O)c2sccc2OCc2ccc(F)cc2)cc1OC	/	4%	7.5	54	-10%	1.3%	5%	-0.3%	0.2%	12%
C=CCNc1nc(Nc2ccc([N+](=O)[O-])cc2)nc(N2CCCC2)n1	22%	8%	3.6	110	-5%	0.3%	12%	0.8%	0.0%	-5%
CN1CCC(OC(=O)c2ccc(Cl)cc2Cl)CC1	-1%	-2%	-2.1	104	-5%	0.4%	3%	1.2%	0.2%	-6%
COc1ccc(/C=C/C(=O)NC(=S)N2CCOCC2)cc1	0%	-1%	0.6	40	-7%	0.0%	-14%	2.6%	-0.4%	2%
COc1ccccc1NC(=S)NCCN1CCOCC1	0%	3%	3.6	80	-8%	0.6%	-10%	0.3%	-0.2%	-11%
O=C(CSc1nnnn1C1CCCCC1)NCc1ccc2c(c1)OCO2	-6%	1%	1.3	42	-5%	-0.1%	4%	2.6%	-0.2%	11%
CCNC(=O)c1cc(Br)ccc1Cl	-1%	2%	-2.6	94	2%	-0.4%	-8%	32%	-0.2%	-3%	NS5 inhibitors pilot replicate=-7.8
COc1ccc(/C=C/C(=O)Nc2cccc(S(=O)(=O)N3CCCC3)c2)cc1OC	-9%	0%	1.6	69	-4%	0.3%	3%	-0.4%	0.5%	0%
O=C(OCCN1C(=O)c2cccc3c(N4CCOCC4)ccc(c23)C1=O)c1cccc(Cl)c1	0%	0%	/	/	/	/	47%	151%	0.3%	0%
CCc1nnc(NC(=O)c2ccc3c(=O)n4c(nc3c2)CCCCC4)s1	4%	5%	2.3	53	1%	1.2%	16%	0.0%	-0.1%	-12%
COc1ccc(C(=O)N/C(=C/c2ccco2)C(=O)NCc2ccco2)cc1	10%	-3%	-0.7	36	-5%	0.3%	-2%	2.6%	1.0%	10%
Cc1ccc(C(=O)Nc2ccccc2C(=O)N2CCCC(C)C2)cc1 (configuration not stated)	7%	-4%	1.4	45	-11%	1.0%	9%	1.7%	-0.1%	0%
O=C(C1CCC(=O)N(C2CCCC2)C1)N1CCN(c2ccc(Cl)cc2)CC1 (configuration not stated)	-12%	0%	3.1	38	-10%	0.2%	7%	0.5%	0.3%	2%
CCOc1ccc(NC(=O)CSc2nnc(CCNC(=O)c3ccc(OC)cc3)n2CC)cc1	3%	8%	-1.3	89	0%	0.2%	0%	0.5%	-0.1%	4%
Cc1ccccc1OCC(=O)Nc1ccc2c(c1)OCO2	6%	-2%	0.1	43	-3%	0.4%[50 µM]	2%	-1.9%	0.3%	10%
COc1ccc(N(CC(=O)NCCC2=CCCCC2)S(=O)(=O)c2ccccc2)c(OC)c1	-4%	3%	3.3	32	-3%	-0.3%	5%	0.3%	-0.1%	-9%
NC(=O)C1CCN(S(=O)(=O)c2ccc3c(c2)OCCO3)CC1	2%	0%	-1.2	50	2%	1.4%[50 µM]	8%	-2.0%	-0.1%	-7%
Cc1c(Br)c([N+](=O)[O-])nn1CC(=O)Nc1ccc(C(N)=O)cc1	9%	1%	-0.5	60	3%	-0.4%[50 µM]	15%	-1.2%	0.0%	0%
CN(Cc1cccc2ncccc12)C(=O)CC1C(=O)NCCN1Cc1ccc(F)cc1 (configuration not stated)	7%	3%	-0.8	88	/	0.2%	-4%	3.3%	0.2%	-4%
CCOC(=O)c1ccc(-n2c(N)c(C(=O)NCc3ccco3)sc2=S)cc1	-7%	-4%	2.6	57	-10%	7.9%	-9%	0.1%	0.0%	-1%
Cc1ccccc1OC(C)C(=O)Nc1ccc(S(=O)(=O)N2CCCC2)cc1 (configuration not stated)	18%	10%	-0.1	61	1%	0.3%	4%	0.1%	-0.1%	0%
O=C(CN1CCOCC1)Nc1ccc(Cl)cc1	-1%	8%	-1.1	63	2%	-0.4%	9%	-0.1%	0.0%	-1%
COC(=O)C1=C(C)NC(=O)NC1c1ccc(-c2ccccc2Cl)o1 (configuration not stated)	-7%	-1%	0.7	46	-4%	-2.0%	6%	2.6%	0.1%	-6%
COC(=O)Oc1nsnc1N1CCOCC1	6%	2%	0.6	57	3%	-0.1%	-11%	0.6%	-0.2%	-3%
N#CCC1c2ccccc2CCN1C(=O)Nc1cccc(C(F)(F)F)c1 (configuration not stated)	1%	2%	-0.6	77	5%	3.3%	-3%	4.4%	-0.1%	-11%
O=C(CSc1ncccn1)NCc1cccc(Cl)c1	12%	-5%	0.9	54	-15%	0.1%	-1%	-1.0%	0.4%	-7%
O=[N+]([O-])c1ccc(/C=N/Nc2nc(N3CCCC3)nc(N3CCCC3)n2)o1	-7%	-8%	0.1	54	5%	-2.4%	2%	0.5%	-0.1%	16%
N=C1CCCN1c1ccccc1O	-3%	4%	0.5	57	-5%	0.2%	-7%	-0.6%	-0.1%	-12%
O=C(c1ccc(Br)c([N+](=O)[O-])c1)N1CCN(Cc2ccccc2)CC1	-2%	0%	-0.4	63	-2%	-0.1%	5%	-0.4%	0.0%	-2%	NS5 inhibitors pilot replicate=-2.5
CCC(c1nnnn1Cc1ccco1)N1CCN(C(=O)c2ccco2)CC1 (configuration not stated)	5%	2%	-2.6	112	2%	4.3%	1%	1.9%	-0.3%	2%
CCC(CC)NCc1ccc(OC)cc1OC	1%	-2%	-1.1	70	-2%	-1.1%	-6%	1.0%	0.1%	-13%
O=C(COc1ccc(F)cc1Br)N1CCc2ccccc21	3%	16%	-0.2	75	-9%	-0.4%	-4%	9.2%	-0.1%	16%
CCCCC(CC(O)COCCC)C(=O)NN (configuration not stated)	2%	1%	-2.1	84	0%	0.0%	5%	0.4%	-0.1%	-10%
O=C(Nc1nnc(C2CCCO2)s1)c1cccs1 (configuration not stated)	2%	2%	4.0	54	5%	2.9%	3%	6.7%	-0.2%	-11%
CCNC(=O)CC1C(=O)N(c2cccc(OC)c2)C(=O)N1CCOC (configuration not stated)	-2%	-4%	3.4	63	-4%	-0.2%	-1%	-2.0%	-0.2%	6%
COc1ccccc1NS(=O)(=O)c1cccc(NC(=O)Nc2ccccc2)c1	15%	3%	7.6	59	-5%	-0.1%	0%	1.4%	0.0%	-1%
Cc1onc(-c2ccccc2Cl)c1C(=O)N1C=CC(C(F)(F)F)=NCC1	11%	7%	0.4	77	-4%	0.8%	-3%	-0.1%	0.2%	8%
COCCNC(=O)/C(C#N)=C/c1ccc2c(c1)OCO2	1%	4%	-0.9	53	-6%	0.3%	?	1.8%	-0.1%	7%
Cc1nc(C)c(C(=O)C2=C(O)C(=O)N(CCN3CCOCC3)C2c2cccs2)s1 (configuration not stated)	8%	1%	0.6	67	0%	0.6%	-10%	3.2%	0.3%	0%
CN(C)CCCNC(=O)C(=O)NCC1OCCN1S(=O)(=O)c1cc(F)ccc1F (configuration not stated)	16%	-3%	0.6	59	-5%	-0.5%[50 µM]	4%	1.2%	-0.1%	2%
COCCCNC(=O)C1CCCN(S(=O)(=O)c2ccc(C)cc2)C1 (configuration not stated)	-2%	3%	-0.4	53	-6%	0.3%[50 µM]	14%	0.7%	0.1%	0%
Cc1ccc(C(=O)N/C(=C\c2sccc2C)C(=O)NCCCN2CCOCC2)cc1	20%	6%	2.3	48	-5%	0.0%	8%	-0.7%	-0.2%	3%
CCCCCCn1c(SCC(=O)c2c(N)n(C)c(=O)n(C)c2=O)nc2ccccc21	5%	8%	8.9	50	2%	1.0%	8%	-1.0%	-0.2%	-8%
